GPR35 antagonists = inhibition of zaprinast-stimulated GPR35 beta-arrestin translocation – imaging, U2OS, beta-arrestin-GFP, zaprinast agonist, primary screen (AID 2058). U2OS GPR35 beta-arrestin-GFP translocation imaging, zaprinast antagonism; higher % means a stronger effect. inhibition, % at 10 µM, or IC50 in µM where a hit was titrated. 290,000 tested, 0.052% active;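 active = inhibition of at least 50% with at least 30 cells and total cytoplasm GFP at most 10,000,000; inconclusive = under 30 cells or total GFP of 10,000,000 plus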
Salmonella PhoP GFP = PhoP-dependent GFP reporter repression – Salmonella Typhimurium, primary screen (AID 1863) | 300,000 tested, 0.16% active | S. Typhimurium PhoP-regulated promoter GFP reporter, 4 h; higher % means a stronger effect | one-dose inhibition, % at 50 µM; IC50 in µM for titrated hits;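 active = inhibition over 29.93%, a cutoff 3 SD above the screen mean, later confirmed by dose response; inconclusive = inhibition over 29.93% but no dose response follow-up; inactive = inhibition at most 29.93% or unconfirmed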;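 also: 0% = low Mg2+ inducing control and 100% = high Mg2+ repressing control; strong numbers were not always called active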
RSV CPE inhibition = inhibition of RSV-induced cytopathic effect – HEp-2 cells, primary 10 µM value included (AID 2391). HEp-2 cells, RSV-induced CPE inhibition; higher % means a stronger effect. CPE inhibition, % at 10 µM, or IC50 in µM where a hit was titrated. 310,000 tested, 0.13% active; in the data active = a potency from the dose series; inconclusive = CPE inhibition mostly from about 23% at the one dose, without a potency; inactive = the rest, 99 in 100 with CPE inhibition below about 21%; also: strong numbers were not always called active
NS5 inhibitors = flavivirus cap methylation enzyme inhibition – biochemical, confirmation dose response, primary screen (AID 588689); Dengue-2 NS5 methyltransferase capping enzyme assay, biochemical; higher % means a stronger effect; 340,000 tested, 0.3% active; inhibition, % at 25 µM, or IC50 in µM where a hit was titrated; in the data active = a potency from the dose series; inconclusive = inhibition above about 29% without an active follow-up result
LYP phosphatase = PTPN22 lymphoid phosphatase activity blockers – biochemical, fluorescence intensity, uHTS (AID 1779). inhibition, % at 11.5 µM, or IC50 in µM where a hit was titrated. 290,000 tested, 0.054% active. recombinant LYP phosphatase, fluorescence intensity; higher % means a stronger effect; in the data active = inhibition above about 50%;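 also: plate controls were vehicle with enzyme for no effect and no enzyme for full effect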
West Nile antiviral = inhibition of WNV-induced cytopathic effect – cell-based, CPE readout (AID 1621); West Nile virus-infected cells, CPE inhibition; higher % means a stronger effect; one-dose CPE inhibition, % at 10 µM; IC50 in µM for titrated hits; 290,000 tested, 0.02% active; in the data active = a potency from the dose series; inconclusive = CPE inhibition mostly from about 3.7% at the one dose, without a potency; inactive = the rest, 99 in 100 with CPE inhibition below about 2.2%; also: strong numbers were not always called active
Rac1 GTP hydrolysis = MgcRacGAP GTPase-activating activity inhibitors, confirmation, biochemical, ADP Hunter fluorescence. MgcRacGAP-stimulated Rac1 GTP hydrolysis, ADP Hunter fluorescence; higher % means a stronger effect; GST-tagged Rac1 F28L mutant substrate. one-dose inhibition, % at 30 µM; IC50 in µM for titrated hits. 340,000 tested, 0.6% active. AID 624330;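 active = first-screen hits whose inhibition reached a set limit at any dose in the follow-up dose series; inconclusive = inhibition above the set first-screen limit but never retested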;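 also: fluorescence reports GDP produced by GAP-driven GTP hydrolysis; strong numbers were not always called active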
CSM14.1 death rescue = protection against thapsigargin-triggered cell killing – 384-well, CSM14.1, ATP luminescence, primary screen (AID 1222) | CSM14.1 thapsigargin-induced death rescue, ATP luminescence; higher % means a stronger effect | cellular ATP content (survival), % at 20 µM, or EC50 in µM where a hit was titrated | 190,000 tested, under 10 active;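 active = EC50 below 50 µM in the dose-response confirmation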;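 also: death triggered by thapsigargin at about 15 µM added after 2 h compound pretreatment; cell ATP read after overnight thapsigargin exposure of roughly 18 to 22 hours; normalized against plate controls of thapsigargin alone and 5% DMSO vehicle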
SV40 large T antigen = TAg ATPase/helicase activity blockers – biochemical (AID 1903); SV40 large T antigen ATPase/helicase inhibition assay; higher % means a stronger effect; 310,000 tested, 0.39% active; inhibition, % at 20 µM; hits with a dose series show IC50 in µM; in the data active = a potency from the dose series; inconclusive = inhibition mostly from about 32% at the one dose, without a potency; inactive = the rest, 99 in 100 with inhibition below about 32%; also: strong numbers were not always called active
NS5 inhibitors pilot replicate = second read-out of NS5 inhibitors, no call of its own (marks repeat the call); inhibition, %; measured here: pilot screen replicate inhibition
* = called active by the depositor; ? = inconclusive; / = no result given.

SMILES	GPR35 antagonists	Salmonella PhoP GFP	RSV CPE inhibition	NS5 inhibitors	LYP phosphatase	West Nile antiviral	Rac1 GTP hydrolysis	CSM14.1 death rescue	SV40 large T antigen	others
Cc1sc2nc(CN(CCc3ccccc3)C(=O)c3ccco3)[nH]c(=O)c2c1C	14%	/	1.3%	/	-5%	/	/	4.0%	/
CNC(=O)c1ccsc1NC(=O)C1CCN(S(=O)(=O)c2ccc(Cl)s2)CC1	/	4%	0.2%	-5%	/	/	8%	/	28%
CCOc1ccc(NC(=O)CSc2nnc(CNC(=O)c3ccco3)o2)cc1	-8%	-5%	3.1%	-3%	-5%	0.6%	6%	-1.1%	7%
Cc1c(C(=O)OC(C)C)nnn1-c1nonc1N	5%	5%	1.1%	-5%	-4%	-0.1%	8%	-3.6%	14%
Cc1ccc(NC(=O)CSc2nnc(-c3ccccn3)n2N)cc1F	8%	-4%	/	/	-4%	0.0%	/	/	2%
COc1ccc(C(O)C(CC(=O)NCCCOC(C)C)C(=O)NCCCOC(C)C)cc1OC (stereo not drawn)	-15%	16%	0.6%	-4%	-9%	0.2%	2%	-3.2%	9%
CCS(=O)(=O)Nc1ccc(C(=O)CC2(O)C(=O)Nc3ccc(Br)cc32)cc1 (stereo not drawn)	-2%	-5%	1.2%	-12%	0%	0.2%	0%	-0.1%	23%
CC(C)CN(C(=O)COC(=O)c1c2c(nc3ccccc13)CCC2)c1c(N)n(Cc2ccccc2)c(=O)[nH]c1=O	-18%	5%	3.6%	1%	-3%	-0.4%	6%	/	7%
O=C1NC(c2cccs2)C(C(=O)c2ccccc2)C(O)(C(F)(F)F)N1 (stereo not drawn)	15%	-6%	-0.2%	-5%	-8%	-0.1%	-1%	-0.6%	7%
CCOC(=O)C1=C(N)n2c(s/c(=C\c3ccco3)c2=O)=C(C(=O)OCC)C1c1ccco1 (stereo not drawn)	2%	3%	1.8%	-7%	7%	?	8%	-0.5%	51%
CC(NC(=O)c1ccccc1NC(=O)c1ccco1)c1ccccc1 (stereo not drawn)	-6%	4%	3.2%	4%	4%	-0.5%	2%	-1.4%	17%
Cc1cc(C)c(C(=O)N2CCCC(N3CCN(c4ccc(F)cc4)CC3)C2)o1 (stereo not drawn)	11%	-2%	1.4%	-6%	-10%	-0.8%	8%	/	14%
O=C(c1ccco1)N1CCN(S(=O)(=O)N2CCOCC2)CC1	1%	10%	2.2%	-1%	-8%	-0.1%	0%	-0.9%	9%
COc1cc(-n2c(=O)c3ccccc3n(CC(=O)c3ccccc3)c2=O)cc(OC)c1OC	9%	-1%	0.9%	3%	-10%	0.1%	3%	0.4%	10%
COc1ccccc1Nc1ccc2nonc2c1[N+](=O)[O-]	9%	12%	2.6%	-5%	-6%	-0.7%	-2%	/	9%	NS5 inhibitors pilot replicate=-0.9
CCn1c(=O)c(C(=O)NNC(=O)c2ccccc2F)c(O)c2ccccc21	5%	4%	-0.2%	0%	-1%	-1.6%	-2%	/	-7%
c1ccc(CNc2ccc3c(c2)ncn3C2CCCCC2)nc1	11%	5%	0.8%	-2%	-11%	-0.7%	11%	-1.8%	?
COCCNC(=O)C(NC(=O)C1CCC(C)CC1)C(C)C (stereo not drawn)	1%	-5%	0.5%	-2%	1%	-0.2%	5%	0.2%	9%
COc1ccc(C(=O)NC(=S)NNC(=O)[C@H]2C[C@@H]2c2ccccc2)cc1OC	16%	-3%	-0.9%	2%	-6%	-0.9%	4%	/	7%
O=C(Cc1cccs1)NCc1ccc2c(c1)OCO2	-2%	7%	1.8%	-2%	-6%	0.7%	5%	0.2%	13%
O=C(N/N=C/c1ccncc1)c1ccc(-n2cccc2)cc1	-7%	-9%	0.7%	-1%	-8%	0.6%	-9%	2.9%	9%
COc1ccc(-c2ccc(CNCCCN3CCOCC3)o2)cc1Cl	3%	1%	-4.1%	-6%	-11%	0.4%	9%	-2.3%	4%
O=C1NC(CCc2ccccc2)C(=O)N1CCOc1ccccc1 (stereo not drawn)	1%	7%	1.6%	-5%	-4%	-0.6%	-3%	-0.5%	11%
O=C(Cn1c(=O)n(CC(=O)NCc2ccccc2)c2ccccc21)NCc1ccccc1	1%	4%	0.3%	-8%	-3%	-0.3%	8%	-2.1%	22%
CC(=O)N1CCN(c2ccc(NC(=O)C(c3ccccc3)c3ccccc3)cc2)CC1	-10%	-7%	2.8%	-1%	-2%	/	3%	/	15%
CC(Sc1ncn[nH]1)C(=O)NCc1ccccc1 (stereo not drawn)	11%	-1%	0.6%	-5%	-9%	-0.3%	5%	/	8%
CC(OC(=O)Cc1coc2ccc3ccccc3c12)C(=O)Nc1ncc(Cl)cc1Cl (stereo not drawn)	3%	-5%	4.8%	-1%	-2%	1.3%	10%	-1.2%	6%
Cc1ccc(NC(=S)NC2CCCC2)cc1	-2%	15%	-1.1%	2%	-7%	0.0%	11%	-3.0%	4%

Pulled by compound from above:
SMILES	GPR35 antagonists	Salmonella PhoP GFP	RSV CPE inhibition	NS5 inhibitors	LYP phosphatase	West Nile antiviral	Rac1 GTP hydrolysis	CSM14.1 death rescue	SV40 large T antigen	others
O=C1NC(CCc2ccccc2)C(=O)N1CCOc1ccccc1 (stereo not drawn)	1%	7%	1.6%	-5%	-4%	-0.6%	-3%	-0.5%	11%
O=C(Cn1c(=O)n(CC(=O)NCc2ccccc2)c2ccccc21)NCc1ccccc1	1%	4%	0.3%	-8%	-3%	-0.3%	8%	-2.1%	22%

13 compounds out of the list, arranged by number of heavy atoms, ascending.
SMILES	GPR35 antagonists	Salmonella PhoP GFP	RSV CPE inhibition	NS5 inhibitors	LYP phosphatase	West Nile antiviral	Rac1 GTP hydrolysis	CSM14.1 death rescue	SV40 large T antigen	others
Cc1c(C(=O)OC(C)C)nnn1-c1nonc1N	5%	5%	1.1%	-5%	-4%	-0.1%	8%	-3.6%	14%
COc1ccccc1Nc1ccc2nonc2c1[N+](=O)[O-]	9%	12%	2.6%	-5%	-6%	-0.7%	-2%	/	9%	NS5 inhibitors pilot replicate=-0.9
O=C(c1ccco1)N1CCN(S(=O)(=O)N2CCOCC2)CC1	1%	10%	2.2%	-1%	-8%	-0.1%	0%	-0.9%	9%
c1ccc(CNc2ccc3c(c2)ncn3C2CCCCC2)nc1	11%	5%	0.8%	-2%	-11%	-0.7%	11%	-1.8%	?
O=C1NC(CCc2ccccc2)C(=O)N1CCOc1ccccc1 (stereo not drawn)	1%	7%	1.6%	-5%	-4%	-0.6%	-3%	-0.5%	11%
O=C1NC(c2cccs2)C(C(=O)c2ccccc2)C(O)(C(F)(F)F)N1 (stereo not drawn)	15%	-6%	-0.2%	-5%	-8%	-0.1%	-1%	-0.6%	7%
CCn1c(=O)c(C(=O)NNC(=O)c2ccccc2F)c(O)c2ccccc21	5%	4%	-0.2%	0%	-1%	-1.6%	-2%	/	-7%
Cc1sc2nc(CN(CCc3ccccc3)C(=O)c3ccco3)[nH]c(=O)c2c1C	14%	/	1.3%	/	-5%	/	/	4.0%	/
CC(OC(=O)Cc1coc2ccc3ccccc3c12)C(=O)Nc1ncc(Cl)cc1Cl (stereo not drawn)	3%	-5%	4.8%	-1%	-2%	1.3%	10%	-1.2%	6%
CCOC(=O)C1=C(N)n2c(s/c(=C\c3ccco3)c2=O)=C(C(=O)OCC)C1c1ccco1 (stereo not drawn)	2%	3%	1.8%	-7%	7%	?	8%	-0.5%	51%
COc1cc(-n2c(=O)c3ccccc3n(CC(=O)c3ccccc3)c2=O)cc(OC)c1OC	9%	-1%	0.9%	3%	-10%	0.1%	3%	0.4%	10%
COc1ccc(C(O)C(CC(=O)NCCCOC(C)C)C(=O)NCCCOC(C)C)cc1OC (stereo not drawn)	-15%	16%	0.6%	-4%	-9%	0.2%	2%	-3.2%	9%
CC(C)CN(C(=O)COC(=O)c1c2c(nc3ccccc13)CCC2)c1c(N)n(Cc2ccccc2)c(=O)[nH]c1=O	-18%	5%	3.6%	1%	-3%	-0.4%	6%	/	7%
